TRPC4 block: TRPC4 (mouse) channel inhibition | Q9QUQ5 | HEK293 TRPC4beta/mu-opioid, DAMGO-evoked Fluo4 calcium flux; hits give low values | B-score at 10 µM | 0.39% of 300,000 active | AID 2247;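 active means B-score over 3 SD under the library average, no early fluorescence shift, positive overall ratio signal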
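Assay system: HEK293 cells with stable TRPC4beta plus mu-opioid receptor expression; Probe or stimulus: DAMGO in two steps, submaximal then maximal; Dosing: single-point compound dosing; Measured by: Fluo4 calcium-dye fluorescence, kinetic read; Read-out basis: B score from integrated Fluo4 fluorescence ratio.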
MrgX1 PAM: allosterically activates human MrgX1 receptor signaling. Q96LB2. MrgX1-HEK293, Fluo-4 calcium flux, FDSS; hits give high values. B-score at 10 µM. 0.63% of 310,000 active. AID 588675;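 active means plate-corrected calcium response at least 3 library SD above typical, normal starting fluorescence, not activating the receptor alone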;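 further: compound read alongside a low EC10 to EC30 dose of BAM8-22 agonist; peak minus trough fluorescence over baseline measured at the second addition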
Target sequence (Q96LB2 whole entry, looked up): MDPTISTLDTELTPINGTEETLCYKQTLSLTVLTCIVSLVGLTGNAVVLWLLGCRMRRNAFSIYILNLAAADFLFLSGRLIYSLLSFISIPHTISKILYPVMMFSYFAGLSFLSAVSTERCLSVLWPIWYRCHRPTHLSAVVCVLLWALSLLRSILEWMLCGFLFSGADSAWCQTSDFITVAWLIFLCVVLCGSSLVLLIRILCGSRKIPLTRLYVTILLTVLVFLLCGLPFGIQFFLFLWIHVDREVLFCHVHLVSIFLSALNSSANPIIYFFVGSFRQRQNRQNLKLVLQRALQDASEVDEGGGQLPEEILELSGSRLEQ
MrgX1 antagonist: antagonists of human MrgX1 receptor; MRGX1-HEK293 calcium flux, Fluo-4, BAM8-22 antagonism; hits give low values; 1.3% of 310,000 active; B-score at 10 µM; AID 588676;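 active means calcium-response B-score plate-corrected more than 3 library SD below zero, starting fluorescence within 5 deviations, no agonist response on first addition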;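 further: peak minus trough fluorescence over baseline after final BAM8-22 challenge near maximal dose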
RGS4 act: potentiators or activators of RGS4. 0.92% of 310,000 active. B-score at 10 µM. HEK293 M3R/inducible RGS4, carbachol calcium flux Fluo4; hits give low values;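 active means B-score of the integrated calcium signal more than 4 SD below the library mean, with starting fluorescence not abnormally high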;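 further: negative B-score means reduced calcium response which marks RGS4 activation or potentiation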
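Also added: carbachol at ECmax as muscarinic agonist stimulus; Assay system: HEK293 cells with stable M3R and inducible RGS4; Timing: overnight RGS4 induction, 30 min dye load 37 °C, 20 min compound RT; Measured by: Fluo4-AM (2 µM) calcium-flux fluorescence, kinetic read.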
MrgX1 ag: human MrgX1 receptor agonism, primary screen | Q96LB2 | MrgX1-HEK293 cells, Fluo-4 calcium fluorescence, agonist mode; hits give high values | B-score at 10 µM | 0.44% of 310,000 active;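 active means calcium response B-score plate-corrected fluorescence ratio at least 3 library SD, with starting fluorescence B-score inside 5 SD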
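Material – MrgX1-expressing HEK293 cells · Input – 15,000 cells seeded per well · Dosing – compound as first of three additions · Times – overnight seeding, then 1 h dark dye loading · Measured by – kinetic Fluo-4 NW fluorescence of intracellular calcium · Read-out – B-scored fluorescence response ratio · Benchmarks – positive and negative control wells on each plate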
RGS4 inh: human RGS4 inhibition; AID 463165; 0.45% of 310,000 active; B-score at 10 µM; P49798; HEK293 M3R/RGS4 inducible, Fluo-4 calcium flux; hits give high values; triggered by carbachol at its EC20;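 active means B-score, a plate-corrected calcium signal, over three deviations above library mean, with baseline fluorescence within five deviations of library mean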;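 further: RGS4 expression induced by doxycycline in cells with stable M3 receptor; B-score is computed from the integrated fluorescence ratio over baseline after carbachol; higher B-score means a larger calcium signal and so more RGS4 inhibition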
Target sequence (P49798 whole entry, looked up): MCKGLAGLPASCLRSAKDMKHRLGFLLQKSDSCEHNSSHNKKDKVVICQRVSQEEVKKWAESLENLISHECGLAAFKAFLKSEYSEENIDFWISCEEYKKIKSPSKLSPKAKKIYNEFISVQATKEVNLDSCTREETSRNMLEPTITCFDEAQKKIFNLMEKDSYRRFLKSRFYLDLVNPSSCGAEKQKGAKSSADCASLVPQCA
SKKanGAS inh: inhibitors of SKKanGAS S. pyogenes growth in kanamycin (SK-promoter or general growth effect). 1.3% of 300,000 active. inhibition, % at 7.5 µM. AID 1662. BacTiter-Glo, 6 h;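 active means mean replicate score, as percent of positive control median, at least 50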;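 further: strain carries kanamycin resistance gene driven by streptokinase promoter and grows in 40 µg/ml kanamycin; loss of luminescence reflects streptokinase promoter inhibition or plain growth inhibition; 0% = median of DMSO wells and 100% = positive control at its reference dose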
TRPC6 activator: activators of mouse TRPC6 channel; Q61143; HEK293-TRPC6 membrane potential dye fluorescence; hits give high values; B-score at 10 µM; 0.13% of 310,000 active; AID 2550;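 active means B-score of the integrated fluorescence ratio above library mean plus 3 SD, and starting fluorescence ratio within library mean plus 5 SD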;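 further: higher score means more depolarization so channel activation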
TRPC6 inh: mouse TRPC6 channel inhibition; 1.1% of 310,000 active; B-score at 10 µM; HEK293-TRPC6, membrane potential dye, ACh-evoked depolarization; hits give low values;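 active means B-score under library mean minus 3 SD, initial fluorescence not abnormally high, positive integrated signal ratio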;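 further: B-score derived from integrated fluorescence ratio over the kinetic read; more negative B-score means stronger inhibition of depolarization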
HIF act: HIF pathway transcriptional activation; U2OS HRE-luciferase reporter, luminescence; normalized: DMSO 0%, desferrioxamine 100%; activation, % at 7.5 µM (by protocol); 0.32% of 300,000 active;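 active means mean activation of at least 10% of the iron chelator positive control signal, with at least half of replicates also reaching 10%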
Platelet DG rel: platelet dense granule release activity | human platelet-rich plasma, SFLLRN dense granule ATP release, luminescence | inhibition, %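 (compounds screened at 7.5 µM in platelet-rich plasma)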 | 0.22% of 300,000 active | AID 1663;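 active means mean replicate score, as percent of positive control, at or above 50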
An asterisk follows results filed as active; i = inactive; / = not tested or not shown.

SMILES	TRPC4 block	MrgX1 PAM	MrgX1 antagonist	RGS4 act	MrgX1 ag	RGS4 inh	SKKanGAS inh	TRPC6 activator	TRPC6 inh	HIF act	Platelet DG rel
COc1ccccc1N1CCN(S(=O)(=O)CCNC(=O)c2ccc(OC(C)C)cc2)CC1	i	i	i	i	i	i	-7	i	i	0.1	2
COc1ccc2oc(C)c(C(N)=O)c2c1	i	i	i	i	i	i	3	i	i	0.0	0
Cn1c(/C=C/c2ccc(Cl)cc2)c([N+](=O)[O-])c(=O)n(C)c1=O	i	i	i	i	i	i	2	i	i	0.6	/
Cc1nc(C)n(CCNC(=O)c2ccco2)n1	i	i	i	i	i	i	2	i	i	-14	-2
CCOC(=O)c1sc2nc(C)nc(SCC(=O)NC(C)CCc3ccccc3)c2c1C (centres undefined)	i	i	i	i	i	i	11	i	i	-0.2	-5
Cc1cccc2c(=O)c(C(=O)NCc3cccs3)c[nH]c12	i	i	i	i	i	i	-7	i	i	1.8	-6
O=C(COC(=O)c1ccco1)Nc1nc2ccc([N+](=O)[O-])cc2s1	i	i	i	i	i	i	0	i	i	-0.2	0
O=C(CN1C(=O)C2CC=CCC2C1=O)Nc1nnc(SCc2ccc(F)cc2)s1 (centres undefined)	i	i	i	i	i	i	3	i	i	-0.2	/
Cc1ccccc1-n1nc2c(c1NC(=O)c1ccc3c(c1)OCO3)CS(=O)(=O)C2	i	i	i	i	i	i	-2	i	i	0.3	-3
CCOCC(=O)Nc1cc(C)on1	i	i	i	i	i	i	-23	i	i	-0.3	-1
CCc1ccc(C(=O)NNC(=O)C2CSC3(C)CCC(=O)N23)cc1 (centres undefined)	i	i	i	i	i	i	0	i	i	-1.3	-1
O=C(Nc1nc(=O)n(C(=O)C2CC2)s1)c1ccccc1	i	i	i	i	i	i	12	i	i	-0.2	8
COc1ccc(N2CCN(C(=O)COC(=O)/C=C/c3ccc(C(F)(F)F)cc3)CC2)cc1	i	i	i	i	i	i	16	i	i	-54	-4
COc1ccc(S(=O)(=O)N2CCC(C(=O)NCc3ccncc3)CC2)cc1C	i	i	i	i	i	i	0	i	i	0.0	-4
CCCNC(=O)OCC12CC3CC(CC(C3)C1)C2	i	9.7*	i	i	i	i	4	i	i	-0.7	9
O=Cc1cc2ccccc2nc1SCc1ccc(Cl)cc1	i	i	i	i	i	i	51*	i	i	-0.1	-7
C=CCNC(=O)c1cc(-c2ccccc2O)on1	i	i	-5.5*	i	i	i	-7	i	i	4.7	1
CC(C)CCNC(=O)Cc1ccccc1[N+](=O)[O-]	i	i	i	i	i	i	-6	i	i	0.6	11
COc1cc(S(=O)(=O)N(Cc2ccccn2)Cc2ccccc2Cl)ccc1-n1cnnn1	i	i	i	i	i	i	-5	i	i	-0.2	-2
O=[N+]([O-])c1ccc(S(=O)(=O)N2CCN=C2SCc2cccnc2)cc1	i	i	i	i	i	i	8	i	i	-0.1	5
CC(=O)Nc1ccc(S(=O)(=O)NNC(=O)COc2ccc(C)cc2)cc1	i	i	i	i	i	i	-8	i	i	-2.8	14
CCOc1ccccc1CNS(=O)(=O)c1ccc(-c2cnc(C3CC3)o2)cc1	i	i	i	i	i	i	2	i	i	-0.8	-3
Nc1cccc(C(=O)Nc2ccc(N)cc2Cl)c1	i	i	i	i	i	i	10	i	i	0.3	-7
COc1cccc(Nc2nc(-c3sc(C)nc3C)cs2)c1	i	i	i	i	i	i	-12	i	i	0.0	3
Cc1ccc(C(=O)C2=C(O)C(=O)N(c3ncccn3)C2c2ccc(F)cc2)o1 (centres undefined)	i	i	i	i	i	i	-5	i	i	0.1	3
CCOc1ccc(NC(=S)NN(C)C(=S)Nc2ccc(OCC)cc2)cc1	i	i	i	i	i	i	-3	i	i	0.0	-10
C#CCOCCOCCOCCNc1nc(N2CCN(C(=O)C(Cc3ccc(O)cc3)n3cc(C(N)CC(C)C)nn3)CC2)nc(N2CCN(C(=O)C(Cc3ccc(O)cc3)n3cc(C(N)C(C)CC)nn3)CC2)n1 (centres undefined)	i	i	i	i	i	i	-3	i	i	-0.2	-1
O=c1cc(NCc2ccccc2)[nH]c(=O)[nH]1	i	i	i	i	i	i	-4	i	i	0.4	-1
COc1cccc(/C=C2\Oc3cc(OCC(=O)N4CCCCC4)ccc3C2=O)c1OC	i	i	i	i	i	i	2	i	i	-0.3	-11
Oc1ccc(-c2nnc(SCc3ccccc3)o2)cc1	i	i	i	i	i	i	-1	i	i	1.9	3
CCc1nnc(NS(=O)(=O)c2ccc(NC(=S)NC(=O)/C=C/c3ccc(C(C)C)cc3)cc2)s1	i	i	i	-9.7*	i	i	87*	i	i	-0.2	7
Cc1ccc(C(NC(=O)c2ccccc2S(C)(=O)=O)c2ccccc2)cc1 (centres undefined)	i	i	i	i	i	i	4	i	i	-0.4	4
N#C/C(=C\c1ccccc1)C(=O)Nc1nncs1	i	8*	i	i	i	i	-18	i	i	-0.2	11
CCOC(=O)/C(=N\Nc1ncnc2ccccc12)c1ccc(OC)cc1	i	i	i	i	i	i	11	i	i	-0.1	-3
COc1ccc(NS(=O)(=O)c2cccc(C(=O)OCC(=O)N3CCN(c4ccc(OC)cc4)CC3)c2)cc1	i	i	i	i	i	i	2	i	i	0.3	-3
O=C1CC(c2cccc(Br)c2)c2cc3c(cc2N1)CCC3 (centres undefined)	i	i	i	i	i	i	3	i	i	-0.1	-3
O=c1cc(-c2ccccc2)nc(SCc2ccc(F)cc2)[nH]1	i	i	i	i	i	i	-18	i	i	-0.4	1
COc1ccc(CN2CCNC(=O)C2CC(=O)NCCSc2nccn2C)c(OC)c1 (centres undefined)	i	i	i	i	i	i	-5	i	i	-0.3	12
O=S(=O)(Nc1ccon1)c1ccc(F)c(F)c1	i	i	i	i	i	i	4	i	i	-0.4	-5
Cn1cc(S(=O)(=O)N2CCCC2)cc1C(=O)NCc1ccc(F)cc1	i	i	i	i	i	i	-2	i	i	-0.3	-1
CC(=O)C(CC(=O)N1CCCc2ccccc21)C(=O)Nc1ccc(F)cc1 (centres undefined)	i	i	i	i	i	i	4	i	i	-0.4	1
CCOC(=O)c1cc2sc(C)cc2n1CC(=O)N1CCc2ccccc21	i	i	i	i	i	i	0	i	i	/	-1
O=C(/C=C/c1ccccc1)NCCSCc1ccccc1Cl	i	i	i	i	i	i	-11	i	i	0.3	-25
Cc1cccc(C(=O)Nc2c(C(=O)N3CCN(C)CC3)cnn2-c2ccccc2)c1	i	i	i	i	i	i	-3	i	i	0.4	0
COc1cc(/C=N/NC(=O)COc2ccc(C)cc2)ccc1OC(=O)c1cccs1	i	i	i	i	i	i	20	i	i	0.0	-2
CONC(=O)C1CCN(C(=O)OCc2ccccc2)CC1	i	i	i	i	i	i	-3	i	i	0.3	-3
CC(Sc1nc2ncc(Cl)cc2[nH]1)C(=O)c1c(N)n(C)c(=O)n(C)c1=O (centres undefined)	i	i	i	i	i	i	-11	i	i	0.2	5
Cc1cc(-c2cccs2)c2c(N)c(C(=O)c3ccc4c(c3)OCO4)sc2n1	i	i	-8.3*	-7.9*	i	i	-9	i	i	-0.6	-3
CC1CN(C(=O)Nc2ccc(F)cc2)C2(CCCCCC2)O1 (centres undefined)	i	i	i	i	i	i	-4	i	i	0.0	-2
CCCCOC(=O)CSc1nc2c(cc1C#N)C(=O)CC(C)(C)C2	i	i	i	i	i	i	11	i	i	3.5	14
OCC1(O)OC[C@@H](O)[C@H]1O (some centres undefined)	i	i	i	i	i	i	-1	i	i	-0.2	-3
COc1ccccc1CCN=C(N)NS(=O)(=O)c1ccc(C)c(C)c1	i	i	i	i	i	i	-3	i	i	0.1	13
O=C(Nc1ccc(C(=O)N2CCCC2)cc1)c1ccccc1[N+](=O)[O-]	i	i	i	i	i	i	1	i	i	-0.3	5
Cn1cccc1Cc1nnc(SCC(=O)Nc2ccc3c(c2)OCO3)n1-c1ccc(F)cc1	i	i	i	i	i	i	-3	i	i	-0.2	1
Cc1ccc(S(=O)(=O)/N=C(\N)Nc2nc(C)c3cc(C)c(C)cc3n2)cc1	i	i	i	i	i	i	10	i	i	0.2	2
Cc1cc(=O)oc2cc(O[C@@H]3O[C@H](CO)[C@@H](O)[C@H](O)[C@H]3O)ccc12	i	i	i	i	i	i	-1	i	i	2.6	-4
O=C(NC1CC1)C1CC(=O)N(C2CCCCC2)C1 (centres undefined)	i	i	i	i	i	i	-3	i	i	0.4	-5
Cc1ccccc1N=CC=C1OC(C)(C)C(C)(C)O1	i	i	i	i	i	i	-6	i	i	0.4	-11
CCOC(=O)C1(CC2CCCCO2)CCN(C(=O)Nc2ccccc2SC)CC1 (centres undefined)	i	i	i	i	i	i	7	i	i	-0.1	13
Cc1cnc(NC(=O)CCNC(=O)c2ccccc2Cl)s1	i	i	i	i	i	i	-10	i	i	0.1	-1
Next entries
SMILES	TRPC4 block	MrgX1 PAM	MrgX1 antagonist	RGS4 act	MrgX1 ag	RGS4 inh	SKKanGAS inh	TRPC6 activator	TRPC6 inh	HIF act	Platelet DG rel
CCN(CC)c1ccc(CNC(=O)C/C(C)=N/NC(=O)COc2ccc(C)cc2Br)cc1	i	i	i	i	i	i	3	i	i	-0.2	5
Cc1occc1C(=O)NNC(=S)NCC(C)C	i	i	i	i	i	i	1	i	i	-0.4	-2
CCCCOC(=O)N1CCOCCOCCN(C(=O)OCCCC)CCOCCOCC1	i	i	i	i	i	i	-4	i	i	-1.4	3
COc1ccccc1/C=C/C(=O)NCc1ccccn1	i	i	i	i	i	i	-10	i	i	0.1	3
O=C(NNC(=O)C1CCCN(c2ncccn2)C1)c1ccncc1 (centres undefined)	i	i	i	i	i	i	-1	i	i	0.0	-7
Nc1ccc(C#Cc2ccc3c(=O)c4ccccc4oc3c2)cc1	/	i	i	i	i	i	13	i	i	0.7	15
CCOC(=O)c1sc(NC(=O)CSc2nccc(C)n2)c(C#N)c1C	i	i	i	i	i	i	2	i	i	0.7	7

Pulled by compound from the entries so far, two records:
SMILES	TRPC4 block	MrgX1 PAM	MrgX1 antagonist	RGS4 act	MrgX1 ag	RGS4 inh	SKKanGAS inh	TRPC6 activator	TRPC6 inh	HIF act	Platelet DG rel
Cc1occc1C(=O)NNC(=S)NCC(C)C	i	i	i	i	i	i	1	i	i	-0.4	-2
CCCCOC(=O)N1CCOCCOCCN(C(=O)OCCCC)CCOCCOCC1	i	i	i	i	i	i	-4	i	i	-1.4	3

Compound activity as filed in PubChem BioAssay.
